Screens (PubChem BioAssay)
MITF act – MITF TRPM1 promoter activation in melanoma cells; SK-MEL-5 TRPM1-promoter luciferase, 24 h; % of positive control, neutral wells = 0; activation, % at 12.5 µM; actives 0.75% (n = 300,000);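 active = mean activation of at least 80% with every replicate also reaching 80%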;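 also: 0% = neutral control wells and 100% = parthenolide positive control wells; values of inactives mirror those of a sister screen read the other way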
phage Ecoli inh – E. coli growth loss with phage present; inhibition, % at 11.9 µM; actives 0.26% (n = 360,000); growth absorbance; in the data active = inhibition above about 11%
SR-BI DiI-HDL act – SR-BI HDL lipid transfer activation; CHO ldlA[mSR-BI] cells, DiI-HDL uptake fluorescence, 3 h; 100 = double the neutral-control signal; activation, % at 12.5 µM; actives 0.096% (n = 320,000); AID 504775;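 active = mean replicate activation of at least 60% and every replicate at or above 60%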;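 also: 0% = median plate neutral-control signal and 100% = twice that signal; values of inactives mirror those of a sister screen read the other way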
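Material: SR-BI-overexpressing, LDLR-lacking CHO cells; schedule: compound exposure 3 h, 37 °C; reagent: DiI-labelled HDL at 10 µg/mL final; technique: bottom-read fluorescence, 550/595 nm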
Tat transport – E. coli Tat transport inhibition | E. coli MC4100 TorA-mCherry Tat export, fluorescence | inhibition, % at 10 µM | actives 0.036% (n = 340,000) | AID 488895;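 active = mean replicate inhibition at least 50% and at least half of replicates individually reaching 50%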;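 also: exported cargo escapes ClpAP degradation while cytoplasmic cargo is degraded and loses fluorescence; 0% = median of neutral control wells and 100% = median of NaSCN control wells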
CAL PDZ FP-1 – blocks peptide binding to the human CAL PDZ domain. Q9HD26. purified CAL PDZ, TMR-peptide fluorescence polarization, 1 h. inhibition, % at 24.9 µM. actives 0.92% (n = 300,000). AID 602252;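 active = mean inhibition of at least 30% with at least half of replicates also reaching 30%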;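 also: 0% = DMSO neutral control and 100% = excess unlabeled competitor peptide PRC23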
SR-BI DiI inh – mouse SR-BI HDL lipid transfer inhibition | AID 488896 | Q61009 | inhibition, % at 12.5 µM | actives 0.96% (n = 320,000) | ldlA[mSR-BI] CHO cells, DiI-HDL uptake fluorescence, 3 h;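 active = mean replicate inhibition of at least 70% and a set share of replicates each scoring 70 or more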;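 also: 0% = median of neutral control wells and 100% = median of positive control wells; values of inactives mirror those of a sister screen read the other way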
Target sequence (Q61009 whole entry, looked up): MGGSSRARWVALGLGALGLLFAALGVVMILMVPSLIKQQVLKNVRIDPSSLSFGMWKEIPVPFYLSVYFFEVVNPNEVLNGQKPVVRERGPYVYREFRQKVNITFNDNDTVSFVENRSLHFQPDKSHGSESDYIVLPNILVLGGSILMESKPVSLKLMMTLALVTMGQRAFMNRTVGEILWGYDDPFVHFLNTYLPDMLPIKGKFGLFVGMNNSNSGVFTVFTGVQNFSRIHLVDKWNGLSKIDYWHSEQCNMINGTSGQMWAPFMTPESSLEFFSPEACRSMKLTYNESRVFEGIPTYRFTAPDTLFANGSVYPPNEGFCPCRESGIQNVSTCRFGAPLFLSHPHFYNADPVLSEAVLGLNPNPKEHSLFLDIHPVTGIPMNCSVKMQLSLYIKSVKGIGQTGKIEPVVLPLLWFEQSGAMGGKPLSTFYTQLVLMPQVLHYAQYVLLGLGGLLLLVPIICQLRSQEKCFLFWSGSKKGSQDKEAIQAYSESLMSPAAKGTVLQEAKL
Wnt bcat act – activators of Wnt/beta-catenin signaling; Wnt/beta-catenin reporter cell assay, activator, plate reader; activation, % at 9.35 µM; actives 1.2% (n = 300,000); in the data active = activation above about 30%, passing the limit was not always enough;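 also: 0% = neutral control wells and 100% = positive control wells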
CAL PDZ FP-2 – inhibitors of human CAL PDZ peptide binding | actives 0.02% (n = 330,000) | purified CAL PDZ, TMR-peptide fluorescence polarization, 1 h | inhibition, % at 20 µM | AID 504414;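 active = highest replicate inhibition of at least 40%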;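 also: plate controls were DMSO neutral control wells for no effect and unlabeled competitor peptide control wells for full effect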
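Read-out basis: mP drop reported as inhibition | Assay system: Tagged CAL PDZ protein CerCALP, purified | Benchmarks: Unlabelled peptide for full inhibition, DMSO wells as neutral | Schedule: 1 h incubation at room temperature before polarization reading | Buffer or medium: Sodium phosphate/NaCl buffer pH 7.4 with TCEP, IgG, Thesit | Doses: Single point, 20 µM | Measured by: Fluorescence polarization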
E coli growth – counter-screen for AddAB inhibitors: E. coli growth inhibition. actives 0.27% (n = 330,000). E. coli V3065 growth, OD600 absorbance, 18 h. inhibition, % at 11.9 µM;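 active = inhibition above the campaign's mean inhibition across all tested compounds plus 3 SD, cut at about 9.9% in these data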;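 also: uninfected addAB+ strain grown without phage in ampicillin broth; 0% = DMSO wells and 100% = ciprofloxacin 0.95 µg/ml wells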
AddAB inh – less growth of phage-infected E. coli with AddAB; inhibition, % at 11.9 µM; E. coli expressing H. pylori AddAB, absorbance growth; actives 0.29% (n = 330,000); in the data active = inhibition above about 12%;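 also: 0% = vehicle wells of infected cells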
* = called active by the depositor; x = no result given.

1. Fc1ccc(CNc2nc3ccccc3n3nnnc23)cc1
2. Cc1ccc(NC2Nc3cc(C)nn3S2)c(C)c1 (centres undefined)
3. Nc1nc(Nc2ccccc2)nc2ccccc12
4. CNc1c([N+](=O)[O-])cnn1-c1cccc(Cl)n1
5. Cc1ccc(/C=N\NC(=O)Cc2cccn2C)o1
6. OCC1(CCOc2ccccc2)CCN(CCCn2cccn2)CC1
7. COc1ccccc1C(CCNCc1ccccc1)c1ccc(OC(C)C)cc1 (centres undefined)
8. COC(=O)N1C(=O)[C@](c2ccc(OC)cc2)(C(C)C)N1C(=O)OC
assay / entry | 1 | 2 | 3 | 4 | 5 | 6 | 7 | 8
phage Ecoli inh | 2.1 | -0.1 | 1.7 | 4.9 | 4.5 | -2.1 | 5.1 | 1.2
SR-BI DiI inh | -14 | -4 | -23 | -18 | -18 | -13 | 8 | -25
Wnt bcat act | 8 | 8 | 41* | 6 | 0 | -2 | 1 | -5
Tat transport | -7 | 6 | 1 | -8 | 0 | 1 | 1 | -8
AddAB inh | -3.1 | 4.6 | 1.1 | 1.2 | -0.8 | -1.3 | 4.2 | 0.9
SR-BI DiI-HDL act | 14 | 4 | 23 | 18 | 18 | 19 | -8 | 25
E coli growth | -0.3 | 0.0 | -3.1 | 0.2 | 0.2 | -3.2 | 4.3 | -0.5
CAL PDZ FP-1 | x | 2 | 0 | -1 | 4 | -5 | -1 | -7
MITF act | 9 | 70 | x | 8 | -8 | 2 | x | -12
CAL PDZ FP-2 | -0.2 | -0.2 | -2.9 | -0.7 | 0.5 | 20 | -1.1 | 0.4

9. C=CCN1C(=O)C(Cc2ccc(F)cc2)S/C1=N/N=C/c1ccco1 (centres undefined)
10. CCCCN(C(=O)c1cccs1)C1CCS(=O)(=O)C1 (centres undefined)
11. Cc1cc(C(=O)CN2C(=O)C(=O)N(Cc3ccccc3)C2=O)c(C)n1Cc1ccc(F)cc1
12. O=C(Cn1cnc2ccccc2c1=O)Nc1nnc(SCc2ccccc2)s1
13. COc1ccc(-c2[nH]ncc2-c2ccc(Cl)cc2)c(O)c1
14. CC1=C(C(=O)N(C)C)C(c2ccc(Cl)c(Cl)c2)NC(=O)N1 (centres undefined)
15. O=C(Nc1ccc(NC(=O)C2CC2)nc1)c1cccs1
16. COc1cc2ccccc2cc1C(=O)OCc1nc2ccsc2c(=O)[nH]1
assay / entry | 9 | 10 | 11 | 12 | 13 | 14 | 15 | 16
phage Ecoli inh | 1.1 | 3.4 | 2.3 | 2.9 | 3.4 | 1.8 | 1.3 | 1.3
SR-BI DiI inh | 3 | -5 | 12 | -18 | 40 | -29 | 17 | -17
Wnt bcat act | -2 | 1 | 1 | -1 | x | -1 | x | -2
Tat transport | -8 | -3 | -3 | 5 | -3 | 3 | -7 | -13
AddAB inh | -0.3 | 0.9 | 0.4 | 1.5 | 2.5 | -2.0 | 1.1 | -1.6
SR-BI DiI-HDL act | -3 | 5 | -12 | 18 | -40 | 29 | -17 | 17
E coli growth | 2.2 | 0.4 | 0.7 | -1.4 | 1.0 | 1.2 | 0.1 | -1.4
CAL PDZ FP-1 | -1 | -1 | -5 | -2 | 4 | 0 | x | -6
MITF act | 4 | -4 | -4 | 1 | -5 | 8 | 57 | 22
CAL PDZ FP-2 | -0.3 | -1.9 | -0.9 | -0.6 | -1.6 | 0.0 | -0.8 | -0.9

17. CC(C)(C)OC(=O)NCCCCCNC(=O)c1[nH]cnc1C(=O)Nc1ccc(Cl)cc1
18. O=C(N[C@H]1CC1c1ccccc1)c1ccc([N+](=O)[O-])cc1 (some centres undefined)
19. Clc1ccc2nc(CSc3nc4ccccc4o3)cn2c1
20. CCN(CC(=O)Nc1c(F)cccc1F)C(=O)C1CC1C (centres undefined)
21. COc1ccc(NC(=O)CCN2CCN(c3ccccc3F)CC2)c(OC)c1
22. CCOC(=O)C1CCCN(C(=O)c2cc3ccccc3cc2OC)C1 (centres undefined)
23. CCOC(=O)c1ccccc1NC(=O)CN(c1ccc(OCC)cc1)S(C)(=O)=O
24. O=C(OCCc1cc2ccccc2c(=O)o1)c1ccccc1C(F)(F)F
assay / entry | 17 | 18 | 19 | 20 | 21 | 22 | 23 | 24
phage Ecoli inh | 1.2 | 5.2 | 5.8 | 1.4 | 0.5 | 3.5 | x | -0.2
SR-BI DiI inh | -21 | 9 | -25 | -2 | -1 | -3 | -7 | 12
Wnt bcat act | -8 | 35* | 58* | 8 | -1 | 1 | x | -3
Tat transport | -7 | 4 | -2 | 15 | 6 | -3 | 10 | 1
AddAB inh | 0.7 | 4.0 | -1.1 | -0.2 | -1.3 | x | x | -1.2
SR-BI DiI-HDL act | 21 | -9 | 25 | 2 | 1 | 3 | 7 | -12
E coli growth | -1.8 | 0.0 | -1.4 | -0.8 | -1.6 | x | x | -1.1
CAL PDZ FP-1 | -1 | x | -2 | -4 | x | -2 | 4 | 1
MITF act | -37 | 74 | x | -4 | -5 | 1 | -15 | 0
CAL PDZ FP-2 | -2.3 | 0.1 | -2.0 | -3.0 | 0.7 | -2.1 | -0.7 | 0.1

25. COC(=O)c1cc(Br)c(=O)n(Cc2ccc(C(=O)O)cc2)c1
26. CCN(CC(=O)NCc1cccs1)C(=O)C(c1ccccc1)c1ccccc1
27. Cc1cccc(OCCSc2nc3ccccc3n2CCC(=O)O)c1
28. CC(C)CCNC(=O)c1ccc(Cn2c(=S)[nH]c3ccccc3c2=O)cc1
29. O=C(Nc1ccc(Br)cn1)c1cccc(C(=O)Nc2ccc(Br)cn2)c1
30. O=C(N/N=C/c1cccc(Cl)c1)c1c(O)c2c([nH]c1=O)CCCC2
31. CSc1ccc(CNC(=O)CCn2ccc3cc(S(=O)(=O)N4CCCC4)ccc32)cc1
32. CSc1n[nH]c(NCc2cccs2)n1
assay / entry | 25 | 26 | 27 | 28 | 29 | 30 | 31 | 32
phage Ecoli inh | 2.5 | 0.6 | -1.9 | 0.9 | 2.3 | 2.1 | -2.9 | x
SR-BI DiI inh | -7 | -2 | -3 | 31 | 21 | x | 9 | -6
Wnt bcat act | x | -6 | -1 | -1 | -1 | 6 | -2 | 1
Tat transport | 4 | -5 | 3 | 7 | 0 | -6 | 2 | 10
AddAB inh | -2.2 | 0.5 | -1.9 | 2.8 | -1.2 | 1.1 | 0.4 | -1.2
SR-BI DiI-HDL act | 7 | 2 | 3 | -31 | -21 | x | -9 | 6
E coli growth | 3.0 | -2.6 | -0.9 | -0.7 | -0.7 | 0.2 | -2.5 | 3.8
CAL PDZ FP-1 | -2 | 2 | -1 | -4 | 0 | 3 | -1 | 2
MITF act | -1 | 1 | x | 2 | -17 | 27 | -8 | -8
CAL PDZ FP-2 | 1.2 | -0.2 | -0.5 | 0.2 | -0.8 | -2.4 | -1.4 | -0.1

Complete entries from above.
CC(C)CCNC(=O)c1ccc(Cn2c(=S)[nH]c3ccccc3c2=O)cc1 in the list: phage Ecoli inh: 0.9; SR-BI DiI inh: 31; Wnt bcat act: -1; Tat transport: 7; AddAB inh: 2.8; SR-BI DiI-HDL act: -31; E coli growth: -0.7; CAL PDZ FP-1: -4; MITF act: 2; CAL PDZ FP-2: 0.2
COC(=O)c1cc(Br)c(=O)n(Cc2ccc(C(=O)O)cc2)c1 in the list: phage Ecoli inh: 2.5; SR-BI DiI inh: -7; Wnt bcat act: x; Tat transport: 4; AddAB inh: -2.2; SR-BI DiI-HDL act: 7; E coli growth: 3.0; CAL PDZ FP-1: -2; MITF act: -1; CAL PDZ FP-2: 1.2

Additional results.
33. CCOC(=O)C1=C(C)N(c2ccccc2)C(=O)NC1c1cccc([N+](=O)[O-])c1 (centres undefined)
34. O=c1cc[nH]c2cccc(Cc3ccccc3)c12
35. COc1ccc(CCN(C)C(=O)c2ccc(COc3ccccc3)o2)cc1OC
36. Cn1c(=O)n(Cc2ccc(F)cc2)c(=O)c2c1nc1n2CCCN1C1CCCCC1
37. CCCOC(=O)c1ccc(NC(=O)CCC(=O)OCC)cc1
38. O=C(Nc1ccc(COc2ccccc2)cc1)Nc1cccc(C(=O)O)c1
39. COc1ccc(C)cc1S(=O)(=O)Nc1ccc2c(c1)N(C(C)=O)CCC2
40. CCOc1ccc(CN(C(=O)c2oc3cc(C)ccc3c2C)C2CCS(=O)(=O)C2)cc1 (centres undefined)
assay / entry | 33 | 34 | 35 | 36 | 37 | 38 | 39 | 40
phage Ecoli inh | 0.4 | -0.2 | -0.7 | 2.7 | 2.3 | -2.0 | 0.1 | 1.6
SR-BI DiI inh | 13 | 2 | 21 | -12 | -18 | -30 | -12 | -14
Wnt bcat act | -7 | -2 | 8 | x | x | 19 | 0 | -4
Tat transport | 6 | -1 | -1 | -1 | -1 | -3 | -5 | 13
AddAB inh | -1.5 | 3.2 | 4.7 | 1.4 | 5.2 | -1.0 | -1.3 | 0.6
SR-BI DiI-HDL act | -13 | -2 | -21 | 12 | 18 | 30 | 12 | 14
E coli growth | -1.2 | 4.4 | 2.6 | -0.4 | -0.1 | 0.5 | -1.8 | -1.3
CAL PDZ FP-1 | 0 | 2 | -5 | -9 | -5 | -5 | 6 | -3
MITF act | 2 | 4 | 12 | -1 | 29 | -4 | -12 | x
CAL PDZ FP-2 | -2.2 | -1.5 | -1.2 | -0.2 | -0.4 | 0.4 | -1.3 | -2.9

41. O=S(=O)(c1ccc2ccccc2c1)N1CCC(c2nc(-c3ccncc3)no2)CC1
42. COc1ccc(C(C)=O)cc1CN(c1ccccc1OC)S(=O)(=O)c1cccs1
43. CCc1nc(NCCN)c(C#N)c2c1CSC(C)(C)C2
44. Cc1cc(NC(=O)CSCC(=O)OCC(=O)c2cccc(Br)c2)no1
45. CCSc1nc(C)nc2sc(C)c(C)c12
46. CN1C(=O)NC(c2ccccc2)(C(F)(F)F)S/C1=C(/C#N)c1nnc(N2CCOCC2)n1-c1ccccc1 (centres undefined)
47. COc1cc2c(cc1OC)-c1cc(NC3CC3)nc(=O)n1CC2
48. COc1ccc([N+](=O)[O-])cc1NC(=O)C(C)OC(=O)C1c2ccccc2Oc2ccccc21 (centres undefined)
49. O=c1c(-c2ccccc2)c[nH]n1-c1cccc([N+](=O)[O-])c1
50. Cc1nn(CC(=O)N/N=C/c2ccc3c(c2)OCO3)c(C)c1Br
assay / entry | 41 | 42 | 43 | 44 | 45 | 46 | 47 | 48 | 49 | 50
phage Ecoli inh | -1.9 | 1.3 | 3.4 | 0.0 | 2.4 | 2.5 | 3.0 | 3.0 | 5.3 | 4.4
SR-BI DiI inh | 62 | 2 | 17 | -5 | x | -15 | -2 | 36 | 2 | -1
Wnt bcat act | 0 | 0 | x | -4 | -3 | 67* | x | -2 | 7 | -3
Tat transport | 3 | 4 | 1 | -3 | 1 | -8 | -1 | -6 | 3 | 6
AddAB inh | 0.2 | -0.2 | -0.9 | 1.6 | 0.6 | -1.1 | 2.7 | 1.1 | -0.5 | 1.3
SR-BI DiI-HDL act | -62 | -2 | -17 | 5 | x | 15 | 2 | -36 | -2 | 1
E coli growth | 2.4 | -3.5 | -0.5 | -0.2 | 0.2 | -3.2 | -2.3 | -1.0 | 0.9 | 2.2
CAL PDZ FP-1 | 1 | -3 | 1 | -5 | -3 | -1 | -5 | 0 | x | -6
MITF act | -27 | 5 | -3 | -7 | 8 | -4 | 2 | -12 | 49 | -3
CAL PDZ FP-2 | -3.2 | -0.3 | -1.4 | -0.4 | 0.4 | -2.4 | -2.3 | -0.3 | 0.5 | -0.8
